MITF TRPM1 inh – inhibitors of MITF-dependent TRPM1 promoter reporter, primary screen, cell-based, SK-MEL-5, single point, luciferase; SK-MEL-5 TRPM1 promoter luciferase, 24 h; inhibition, % at 12.5 µM; actives 0.83% (n = 330,000);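 active means mean inhibition across replicates of 60% or more, whatever share of single replicates reaches that level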; further: values of inactives mirror those of a sister screen read the other way
HIF-2a inh – HIF-2a reporter inhibitors, primary screen, luminescence, 786-0 RCC cells; 786-0 RCC cells HIF-2a reporter, luciferase luminescence, overnight; inhibition, % at 18.8 µM; actives 0.72% (n = 360,000); AID 624352, 2012;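 active means inhibition of the luminescence signal of 40% or more relative to plate controls, in a single-dose primary screen at 18.75 µM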
hiPSC survival – enhancers of single-cell hiPSC survival, primary screen, ATPlite luminescence; 100% = ROCK inhibitor wells, 0% = DMSO; survival enhancement, % at 20 µM; actives 0.044% (n = 360,000); AID 602274, 2012; in the data active means survival enhancement above about 18%;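 further: cells exposed to compounds for 16 hours before the ATP read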
Shn3 3UTR inh – reduction of Shn3 3'UTR firefly luciferase signal, primary screen, Schnurri-3 inhibitor project, cell-based, Clone20 osteoblasts, set 2. Clone20 osteoblast Shn3 3'UTR firefly luciferase, 24 h. inhibition, % at 12.5 µM. actives 0.52% (n = 360,000);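 active means mean inhibition of at least 75% with every replicate also reaching 75%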;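 further: 0% = median of neutral control wells and 100% = pilot-screen positive control compound; some compounds past the cut are filed as inactive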
NR2E3 ag-1 – inhibitors of NR2E3-RetCOR corepressor binding, primary screen, NR2E3 agonist project, biochemical, TR-FRET, GST-NR2E3, biotin-RetCOR; Photoreceptor-specific nuclear receptor (Homo sapiens), Q9Y5X4; 1536-well; inhibition of corepressor binding, % at 4.78 µM; actives 0.12% (n = 320,000); AID 2300, 2010;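 active means percent inhibition above the cutoff of mean plus 3 SD of all tested compounds, set per screening campaign, cut at about 20% in these data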;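 further: 0% = DMSO wells and 100% = biotin wells as full block of FRET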
Target sequence (Q9Y5X4 whole entry, looked up): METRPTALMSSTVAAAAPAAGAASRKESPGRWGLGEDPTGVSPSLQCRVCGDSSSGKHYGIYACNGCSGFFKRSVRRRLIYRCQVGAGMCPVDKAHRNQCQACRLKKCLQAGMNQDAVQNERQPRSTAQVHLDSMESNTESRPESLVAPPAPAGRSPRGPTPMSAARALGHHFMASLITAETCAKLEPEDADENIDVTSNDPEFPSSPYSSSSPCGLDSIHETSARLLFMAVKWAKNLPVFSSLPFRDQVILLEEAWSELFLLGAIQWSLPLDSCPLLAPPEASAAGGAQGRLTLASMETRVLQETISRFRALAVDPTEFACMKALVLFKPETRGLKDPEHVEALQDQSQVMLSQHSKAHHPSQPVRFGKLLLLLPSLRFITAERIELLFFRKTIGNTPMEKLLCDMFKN
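Assay system: NR2E3–RetCOR corepressor complex. Quantity: 1.35 nM GST-NR2E3. Buffer or medium: pH 7.5 Tris-based buffer. Reagent: biotinylated RetCOR corepressor at 7 nM final. Schedule: 5 h at 4 °C. Detection: TR-FRET, emission read at 617 and 671 nm. Replicates: one well per compound, singlicate testing.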
CF NFkB inh – inhibitors of PAF-induced NF-kB signaling, primary screen, cell-based, GFP fluorescence, uHTS; inhibition, % at 5 µM; AID 588850, 2011; actives 0.86% (n = 360,000); KKLEB NF-kB-GFP reporter, GFP fluorescence overnight;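 active means at least 50% inhibition at 5 µM, scaled per plate between neutral and stimulator controls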;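 further: PAF is a Pseudomonas aeruginosa culture filtrate used as stimulus; plate controls were PAF-stimulated DMSO wells for no effect and unstimulated DMSO wells for full effect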
NR2E3 ag-2 – NR2E3 agonists in two-hybrid cells, primary screen, cell-based, luminescence, CHO-S, Gal4-NCOR/VP16-NR2E3; AID 602229, 2012; luciferase; actives 0.35% (n = 360,000); Photoreceptor-specific nuclear receptor (Homo sapiens), Q9Y5X4; inhibition of corepressor binding, % at 3.98 µM;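 active means inhibition above the mean of all tested compounds plus 3 SD, cut at about 70% in these data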;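 further: 0% = DMSO with NR2E3 transfected cells and 100% = cells lacking NR2E3 construct; higher means lower luciferase signal from less NR2E3 corepressor binding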
aDG glyco act – activators of alpha-DG glycosylation, primary screen, uHTS, Pro5-aDG cells, AlphaScreen; activation, % at 10 µM; alpha-DG glycosylation AlphaScreen (IIH6); 0% Pro5, 100% B10-LARGE cell signal; actives 0.22% (n = 360,000);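 active means activation of at least 8% versus controls, or a plate z-score of at least 8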;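 further: Pro5 are CHO cells carrying HIG-tagged alpha-DG that lacks glycosylation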
KKLEB cytotox – cytotoxicity in KKLEB CF airway cells, primary screen, cytotoxicity control for CF NF-kB inhibitor project, cell-based, uHTS, fluorescence assay plates; KKLEB CF airway cells viability, ATPlite luminescence, overnight; stronger effect = lower value; cells stimulated with P. aeruginosa culture filtrate; activity change (cytotoxicity), % at 5 µM; actives 0.36% (n = 360,000); AID 602141, 2011;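 active means corrected activity change at or below -50% at 5 µM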
Peg3 promoter – Peg3 promoter-driven luciferase inhibitors, primary screen, cell-based, HeLa, luciferase luminescence; HeLa PEG-Prom luciferase reporter, overnight; actives 1.7% (n = 360,000); inhibition, % at 20 µM;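 active means inhibition of at least 50% at 20 µM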
TWEAK-Fn14 inh – inhibitors of TWEAK-Fn14 signaling, primary screen, luciferase reporter cells, uHTS; actives 2% (n = 360,000); inhibition, % at 10 µM; TWEAK-stimulated Fn14 reporter cells, luciferase luminescence, 8 h; in the data active means inhibition above about 50%
* = called active by the depositor; . = no result given.

SMILES	MITF TRPM1 inh	HIF-2a inh	hiPSC survival	Shn3 3UTR inh	NR2E3 ag-1	CF NFkB inh	NR2E3 ag-2	aDG glyco act	KKLEB cytotox	Peg3 promoter	TWEAK-Fn14 inh
Cc1ccc(C)c(NC(=O)COC(=O)c2ccc3c(c2)OCO3)c1	-12	12	-0.5	-1	3	5	-30	0.1	-28	12	-18
CCN1C(=O)c2cccc3c(S(=O)(=O)N(C(=O)c4ccncc4)c4ccc(OC)cc4)ccc1c23	21	1	3.7	13	2	7	16	0.7	0	16	31
COc1ccc(-n2ncc3c(=O)n(CC(=O)N4c5ccccc5CC4C)cnc32)cc1 (stereo not drawn)	-2	12	-1.1	8	-2	-9	12	0.7	-3	11	-3
CCOC(=O)c1c(C)[nH]c(C(=O)COC(=O)c2cccnc2Cl)c1C	-77	-16	0.1	-51	.	24	3	-0.2	-2	-211	-21
COCCn1c(SCC(=O)Nc2ccc3c(c2)OCCO3)nc2c(c1=O)SC(C)C2 (stereo not drawn)	-13	-146	1.7	3	2	4	-14	0.2	-18	-80	-23
CC(O)CCC(=O)NNC1CC(=O)N(c2ccccc2)C1=O (stereo not drawn)	-16	10	-0.8	-9	1	-9	2	0.0	-5	-5	-11
CCc1nc2ccc(C(=O)N3CCN(c4ccccc4)CC3)cn2c1N(C)CCC(C)C	.	6	-1.9	-2	.	-1	-30	0.0	-1	26	13
CC(Nc1[nH]c(=O)n(C)c(=O)c1N=O)c1ccccc1 (stereo not drawn)	1	5	-1.0	5	-4	24	7	-0.3	-1	13	-9
CCCNC(=O)c1onc(CS(=O)(=O)c2cccc(OC)c2)c1C(=O)NCCC	-6	22	2.2	-16	3	-2	0	0.1	-25	13	-2
COC(=O)C(Cc1ccc(O)cc1)NC(=O)C(C)NC(=O)c1ccc(C(C)(C)C)cc1 (stereo not drawn)	4	-6	0.0	5	7	-13	5	0.1	4	-16	2
CC(C)(C)OC(=O)C[C@H]1C/C=C\C[C@H](CC(=O)N[C@@H](CO)Cc2ccccc2)C(=O)N[C@H](C(C)(C)C)COC1=O	-7	-4	-0.1	5	.	-16	-6	-0.2	8	-17	-4
CN(C)S(=O)(=O)c1ccc(NC(=O)Cn2nc(-c3ccc4c(c3)OCCO4)ccc2=O)cc1	-7	5	0.4	-14	.	3	-22	-0.1	-8	-18	12
Cc1ccc(N2CC(C(=O)N3CCC4(CC3)CC(=O)c3ccccc3O4)CC2=O)cc1 (stereo not drawn)	4	-5	-0.2	39	2	-11	38	0.4	-2	0	12
O=C(COCc1cc(-c2cccs2)on1)NC1CCCCC1	6	-9	-0.5	-6	-1	-18	0	-0.1	1	-6	-8
Cc1ccc(C)c(NC(=O)CN(C)C(=O)CSC(C)C(=O)Nc2cc(C)on2)c1 (stereo not drawn)	3	13	-0.1	-24	1	-4	-31	-0.1	-4	7	-10
COc1cccc(CNC(=O)COC(=O)c2cc([N+](=O)[O-])ccc2N2CCCC2)c1	9	15	-1.0	4	-1	-29	-17	0.0	18	13	-12
O=C1Nc2c(c(=O)[nH]c(=O)n2-c2ccccc2)C(C(F)(F)F)(C(F)(F)F)N1	8	13	-0.1	-20	1	2	-12	0.3	-7	3	-10
CCOc1ccccc1NC(=O)CSc1nnc(CCC(=O)Nc2ccccc2F)n1C	8	12	0.0	15	1	-1	0	-0.2	-8	7	2
CSc1ccc(CN(C)C(=O)c2cc(=O)[nH]c3ccccc23)cc1	-1	14	1.3	2	4	-7	5	0.1	3	7	9
CCC(CC)C(=O)N(CCc1ccc(OC)cc1)Cc1nc2ccccc2c(=O)[nH]1	11	-9	0.4	14	0	19	-5	0.3	-17	9	0
NC(=S)N/N=C/c1ccc(-c2cccc([N+](=O)[O-])c2)o1	0	-45	-4.1	-10	2	-101	-26	-0.5	-14	-62	-56
OCC1(CCOc2ccccc2)CCN(Cc2nc3ccc(F)cc3[nH]2)CC1	1	5	1.5	18	2	15	12	0.2	-5	9	-26
CC(NC(=O)c1ccccc1NC(=O)c1ccccc1)C(=O)N1CCOCC1 (stereo not drawn)	5	12	2.4	-22	2	-1	-7	0.1	3	0	3
COc1ccccc1C1/C(=C(/O)c2ccccc2)C(=O)C(=O)N1CCO (stereo not drawn)	0	6	-1.1	-10	0	-8	-28	-0.1	10	18	11
Clc1ccc2nc(N3CCN(c4ccccc4)CC3)sc2c1	-65	-214	-2.0	-44	0	-1	-120	0.6	5	-267	30
O=C(Nc1ccc(Br)cc1Cl)c1cnccn1	-43	-159	-0.6	-32	4	8	-22	-0.2	3	-146	-4
COc1cc(C2C3=C(CC(C)(C)CC3=O)N(C)C(=O)N2C)cc(OC)c1OC (stereo not drawn)	16	8	-2.1	2	-2	-7	1	0.0	2	2	9
CC(C)OC(=O)CSc1nc(-c2ccc(F)cc2)nc2ccc(F)cc12	-1	17	4.5	12	0	2	-3	-0.3	-14	8	-9
COc1ccc(CCn2ccc(O)c(Cc3ccc(Cl)cc3)c2=O)cc1OC	-1	13	-0.8	10	-5	6	10	0.2	-3	18	13
CCCCN1C(=O)N(c2ccc(Cl)cc2)C(C)(O)CC1(C)C (stereo not drawn)	4	17	-0.3	7	-1	6	-19	0.1	-1	1	0
COC(=O)c1ccc(Cn2cc(/C=C\[N+](=O)[O-])c3ccccc32)o1	31	40	-0.6	-13	1	18	10	-0.1	-8	20	7
CCN(CC)CCNC(=O)c1ccc2c(=O)n(CCc3ccccc3)c(=O)[nH]c2c1	-2	-53	1.8	-42	4	0	1	0.2	-21	-41	-27
O=C(CC1SC(=Nc2ccccc2)N(Cc2ccccn2)C1=O)Nc1cccc(Cl)c1 (stereo not drawn)	13	-85	2.1	-11	1	-2	-28	0.2	-4	-38	11
O=C(CCc1c[nH]c2ccccc12)NCc1ccncc1	5	10	0.8	-15	-2	6	11	0.0	0	8	1
Cc1cc(C)c(S(=O)(=O)N2CCN=C2c2ccccc2)c(C)c1	-17	24	-1.9	0	0	-1	11	0.0	5	3	2
Cc1cc2ncc(S(C)(=O)=O)c(N)n2n1	11	10	-0.5	0	2	1	-36	0.5	-2	10	4
Fc1ccc(N2CCN(c3ccc4c(C(F)(F)F)cc(C(F)(F)F)nc4n3)CC2)cc1	-13	-30	-0.7	7	2	12	-14	-0.1	-8	18	-35
C=CCOc1c(Br)cc(CNn2nnnc2N)cc1OCC	3	13	0.9	10	-4	-7	-8	0.0	-1	8	15
CN1CCN(C(=O)c2ccccc2N(Cc2ccccc2)S(C)(=O)=O)CC1	1	15	3.8	-15	0	0	-7	0.2	1	3	72*
CSc1ccccc1NC(=O)CN(C)CC(=O)Nc1ccc(N2CCOCC2)cc1	-1	16	1.7	21	-1	5	-21	-0.1	6	18	2
Nc1ccc(OCC(O)C[n+]2ccc(CCS(=O)(=O)[O-])cc2)cc1 (stereo not drawn)	2	4	-2.3	6	0	-20	-5	0.1	12	-6	-2
CCOc1ccccc1C(=O)NCC(=O)N1CCN(Cc2ccc3c(c2)OCO3)CC1	-22	0	-0.4	17	1	74*	27	-0.2	-14	0	-22
COc1ccc(C2CCCN2C(=O)Nc2cccc(C(C)=O)c2)cc1OC (stereo not drawn)	-11	-3	6.3	1	3	11	-15	0.1	-3	5	-5
COc1ccc(-c2ccc(CN3C(CC(C)C)C(=O)N(Cc4cn(Cc5ccco5)nn4)CCS3(=O)=O)cc2)cc1 (stereo not drawn)	.	17	1.1	31	.	57*	-29	0.0	-9	19	4
CCCCNC(=O)c1sc(=S)n(-c2ccccc2OC)c1N	-5	-9	1.2	-3	1	-7	1	-0.3	5	0	4
C=CCCN(C(CC(C)C)C(=O)OC)S(=O)(=O)c1cc(Br)ccc1Br (stereo not drawn)	-7	2	4.3	3	-2	15	33	0.6	-8	37	27
CC(=O)Nc1ccc(S(=O)(=O)N2CCC(C(=O)NCc3ccco3)CC2)cc1	-10	12	-0.6	-3	-1	-9	-10	-0.1	-1	7	-12
Cc1ccc(S(=O)(=O)N(C)C[C@H]2Oc3cc(Br)ccc3S(=O)(=O)N([C@H](C)CO)C[C@@H]2C)cc1	.	-7	-0.4	17	.	-10	-1	0.0	-5	15	-3
C#CCOCCOCCOCCNc1nc(N2CCOCC2)nc(N2CCN(C(=O)[C@H](C)n3cc(CCCN=C(N)N)nn3)CC2)n1	2	2	-0.6	2	1	0	-5	0.1	-26	0	1
COCCn1c(SCC(=O)Nc2ccc(Cl)cn2)nc2ccccc21	-19	-37	3.2	20	1	-6	35	-0.1	7	16	12
COc1ccc(C(=O)c2c(N)sc3c2CCN(C(=O)OC(C)(C)C)C3)cc1	.	16	0.1	-97	-3	21	10	0.0	3	3	11
CCCNC(=O)C(Cc1ccc(Br)cc1)NC(=O)c1ccc(C#N)cc1 (stereo not drawn)	0	7	3.3	-16	-2	0	24	0.1	-7	13	12
NC(=O)COc1ncn(-c2ccccc2)n1	5	6	5.4	-116	-3	-6	-11	0.0	-3	-7	7
CC(/C=N\NC(=O)Cn1c(C)nc2ccccc21)=C\c1ccccc1	2	12	1.4	85*	0	-20	37	3.1	7	-6	20
CCCNC(=O)c1ccc2c(=O)c(O)c(-c3ccc(C)cc3)[nH]c2c1	40	32	-2.8	-78	3	22	0	2.0	-6	27	6
Cc1ccc(S(=O)(=O)N2CCCC(C(=O)NC3CC3)C2)cc1 (stereo not drawn)	-3	6	-0.4	-5	-3	-11	7	0.0	8	12	-18
Cc1c(NC(=S)N/N=C/c2cccc(O)c2)c(=O)n(-c2ccccc2)n1C	2	12	1.5	0	1	14	-13	0.1	-7	13	4

Structures above printed as active in TWEAK-Fn14 inh:
canonical_smiles,MITF TRPM1 inh,HIF-2a inh,Shn3 3UTR inh,NR2E3 ag-1,CF NFkB inh,NR2E3 ag-2,aDG glyco act,Peg3 promoter,TWEAK-Fn14 inh
CN1CCN(C(=O)c2ccccc2N(Cc2ccccc2)S(C)(=O)=O)CC1,1,15,-15,0,0,-7,0.2,3,72*
